MBD2 inh: MBD2-methylated oligo binding inhibition. inhibition, % at 4.4 µM. TR-FRET, MBD2 binding to methylated oligonucleotide. Q9UBB5. AID 686964. 0.31% of 370,000 active; in the data active = inhibition above about 13%
TCR-CD3 inh: human TCR-CD3 binding inhibition | 0.37% of 360,000 active | inhibition, % at 9.4 µM | AID 651800 | TAMRA-labeled TCR probe fluorescence, biochemical; in the data active = inhibition above about 19%;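 also: recombinant mutant TCR 2C K166C tagged with TAMRA read by polarization; 0% = receptor in buffer alone and 100% = receptor with positive control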
LEDGF integ inh: blocks HIV-1 LEDGF/p75-dependent DNA integration | AID 743269 | inhibition, % at 3.7 µM | TR-FRET IN-LEDGF/p75 DNA integration, Eu/Cy5 | 0.64% of 370,000 active;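 active = inhibition above the screen-wide mean plus 3 SD, cut at about 13% in these data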;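 also: signal is the Cy5 over europium emission ratio at 671 and 618 nm; 0% = plate median of compound wells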
SIAE primary: human SIAE inhibition, primary screen; 0.69% of 370,000 active; inhibition, % at 9.66 µM; SIAE FP-Rh probe binding, fluorescence polarization; AID 1053197;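 active = inhibition above a cutoff: mean of compounds within the control limits plus 3 SD of those, cut at about 17% in these data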;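 also: 0% = plate median of compound wells and 100% = probe without SIAE protein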
rCAG RNA binder: molecules binding r(CAG) RNA repeats; r(CAG) RNA repeat, TO-PRO-1 dye displacement fluorescence; inhibition, % at 3 µM; 1.3% of 370,000 active; AID 651821;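 active = inhibition above the plate cutoff, the mean of all test compounds on that plate plus 3 SD, cut at about 35% in these data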;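 also: 0% = DMSO alone and 100% = 100 µM mitoxantrone as full dye displacement; higher means more dye released from RNA so lower well fluorescence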
PRMT1 inh: blocks human protein arginine methyltransferase 1 | Q99873 | recombinant PRMT1, activity-based probe fluorescence polarization | inhibition, % at 2.79 µM | 1.3% of 370,000 active | AID 652257;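 active = inhibition above about 21% made by adding two undisclosed values, limit read from the data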
Target sequence (Q99873 whole entry, looked up): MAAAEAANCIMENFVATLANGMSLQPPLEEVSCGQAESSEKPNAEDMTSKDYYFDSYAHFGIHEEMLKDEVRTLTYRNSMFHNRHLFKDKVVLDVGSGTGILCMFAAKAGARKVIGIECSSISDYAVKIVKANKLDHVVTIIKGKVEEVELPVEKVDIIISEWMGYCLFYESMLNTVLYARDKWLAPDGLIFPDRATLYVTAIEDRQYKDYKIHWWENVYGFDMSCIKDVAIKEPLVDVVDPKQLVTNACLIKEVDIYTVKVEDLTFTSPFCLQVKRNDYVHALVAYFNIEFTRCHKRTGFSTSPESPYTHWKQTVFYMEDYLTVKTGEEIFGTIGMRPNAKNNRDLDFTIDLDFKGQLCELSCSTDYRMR
TDP2 absorb: blocks human TDP2 phosphodiesterase activity | O95551 | recombinant TDP2, T5PNP hydrolysis, p-nitrophenol absorbance 415 nm | inhibition, % at 12.8 µM | 0.34% of 370,000 active;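 active = inhibition above the mean of all tested compounds plus 3 SD, set per campaign, cut at about 25% in these data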;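 also: 0% = DMSO with enzyme and 100% = buffer with substrate but no TDP2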
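Incubation: 2 h at 37 °C; Test system: recombinant human TDP2; Quantity: enzyme 120 nM; Read-out basis: percent inhibition; Medium: 50 mM Tris-HCl pH 7.5 with Mg2+, KCl, DTT, BSA; Repeats: single replicate; Compound: 12.8 µM single point, 1% DMSO; Signal: epi absorbance; Reagent: 5 mM T5PNP chromogenic substrate; Benchmarks: no-enzyme high, DMSO-plus-enzyme low.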
HTRA1 inhibitor: blocks human HTRA1 serine peptidase | Q92743 | recombinant HTRA1, FP-rhodamine activity-based probe, fluorescence polarization | inhibition, % at 5.96 µM | 0.5% of 340,000 active; in the data active = inhibition above about 36%;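 also: 0% = enzyme with DMSO and 100% = wells lacking enzyme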
mABHD4 FP: ABHD4 (mouse) inhibition, primary FP screen; Q8VD66; purified mABHD4, FP-Rh probe fluorescence polarization; inhibition, % at 8.92 µM; 0.54% of 370,000 active; AID 720543;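 active = inhibition exceeding the mean over every tested compound plus 3 SD, cut at about 30% in these data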;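 also: 0% = plate median of compound wells and 100% = S159A mutant with DMSO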
Target sequence (Q8VD66 whole entry, looked up): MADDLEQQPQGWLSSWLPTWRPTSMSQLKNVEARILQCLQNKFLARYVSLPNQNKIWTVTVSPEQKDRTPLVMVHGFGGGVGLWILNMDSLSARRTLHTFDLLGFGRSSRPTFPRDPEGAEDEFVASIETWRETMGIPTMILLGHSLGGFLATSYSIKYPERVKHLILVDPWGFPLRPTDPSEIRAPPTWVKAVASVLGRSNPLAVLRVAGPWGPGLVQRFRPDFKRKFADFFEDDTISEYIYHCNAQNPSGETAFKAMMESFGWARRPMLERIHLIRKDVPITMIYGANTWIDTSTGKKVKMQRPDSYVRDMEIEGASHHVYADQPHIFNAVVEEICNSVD
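Assay system: mABHD4 protein; medium: HEPES pH 7.0, NaCl, Pluronic buffer; dosing: 8.92 µM, single dose; schedule: 45 min + 60 min at 25 °C; signal: FP readout, ex 525 nm / em 598 nm; read-out: normalized percent inhibition of probe labeling; repeats: single replicate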
GC-B act: GC-B (human) receptor activation | P20594 | HEK293-GC-B cells, CNP EC30, cGMP TR-FRET; 0% at EC30 CNP, 100% saturating CNP | activation, % at 10 µM | 0.11% of 370,000 active | AID 1920062;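 active = activation at 10 µM reaching about 35% in either raw or pattern-adjusted values, limit read from the data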
Active calls of the source: *; . = not tested or not shown; & = joins results of further samples; ! = not confirmed by another sample.

SMILES	MBD2 inh	TCR-CD3 inh	LEDGF integ inh	SIAE primary	rCAG RNA binder	PRMT1 inh	TDP2 absorb	HTRA1 inhibitor	mABHD4 FP	GC-B act
COc1ccc(S(=O)(=O)N(C)CC(=O)O)c2ccccc12	-9	5	-2	-7	1	2	-6	1	2	4
CC(=NNC(=S)N1CCN(C2CCCCCC2)CC1)c1ccccn1	0	-1	0	1	3	1	-1	19	20	0
COc1ccc2cc(CN(CC3CCCO3)C(=O)Nc3ccccc3)c(=O)[nH]c2c1 (stereo not given)	3	4	2	-12	-5	0	-7	-6	-3	4
CCOC(=O)c1sc(=S)n(-c2ccc(Cl)cc2)c1C	1	9	-1	-5	-3	2	-2	-17	1	3
Cc1ccnc(NS(=O)(=O)c2ccc(NC(=O)c3cccc(Cl)c3)cc2)n1	-2	5	0	-1	7	-3	-6	-16	1	2
COc1cccc(OCc2nnc(SCC(=O)OCc3ccccc3)o2)c1	1	7	-1	-4	1	0	5	-11	-1	-4
CC(=O)c1ccccc1NC(=O)CSc1nc2ccccc2c(=O)n1CCCN1CCOCC1	-5	3	-1	3	1	2	3	2	0	9
CC(NC(=O)C(=O)N/N=C\c1ccc([N+](=O)[O-])cc1)c1ccccc1 (stereo not given)	2	-5	1	-1	-10	-2	6	1	0	3
CC1=Nc2cccc([N+](=O)[O-])c2NC(=O)C1	-2	5	-4	-2	0	-3	-8	14	0	5
COc1cccc(OC)c1OCCCNC1CCCC1	0	12	7	7	-1	-4	11	8	11	-1
Cc1ccc(NC(=O)CNC(=O)c2ccc(C(C)(C)C)cc2)cc1S(=O)(=O)N1CCOCC1	5	-2	-2	-19	8	2	-8	-24	6	2
C=CCn1c(=O)c2ccccc2n2c(SC(C)C(N)=O)nnc12 (stereo not given)	0	0	3	-1	-1	-3	1	1	-5	8
COC(=O)c1ccc(C(=O)OC)c(NC(=O)C(C)C)c1	1	2	-1	-4	0	-3	2	5	0	2
Cc1ccc(C)c(S(=O)(=O)Nc2cc3c4c(c2)CCC(=O)N4CCC3)c1	-1	-7	5	-6	-1	-2	-25	-8	0	-3
Cc1ccc(OCC(=O)NNC(=O)c2cc3ccccc3o2)cc1	-4	7	-4	-2	-1	-2	-6	-4	-2	0
CC[C@]12CCCN3CCc4c(n(c5ccccc45)C(=O)C1)[C@@H]32	-3	-9	5	5	4	-1	-16	-1	-5	3
OC[C@@H]1CN(Cc2ccc(F)cc2)C[C@H](n2cnc3c(NC4CC4)ncnc32)O1	-4	4	-1	5	1	2	4	.	5	-2
COCCn1c(=NC(=O)c2cc(Cl)sc2Cl)sc2cc(S(N)(=O)=O)ccc21	1	3	-2	-16	12	-1	10	-19	-19	-7
CCN(CC)CC(=O)Nc1ccc(C)cc1Br	0	10	-1	-4	-6	-1	10	1	7	3
CCOC(=O)C1=C(C)N(CC(C)C)C(=O)/C1=C\c1cccs1	-2	1	-1	1	-3	3	1	0	3	-8
CS(=O)(=O)N1CCC(C(=O)Nc2cc(Cl)cc(Cl)c2)CC1	1	-7	-1	-5	3	-1	10	-5	-1	-4
C#Cc1ccc(NC(=O)C2(C)CCN2C(=O)Cc2ccc(-c3ccccc3)cc2)cc1 (stereo not given)	0	-2	0	-10	9	-6	0	.	-21	2
Cc1ccccc1-c1noc(CNC(=O)COc2ccccc2)n1	8	-8	-2	-3	0	5	-7	-8	-14	-2
Cc1ccc(C(=O)N2CCN(S(=O)(=O)c3ccccc3[N+](=O)[O-])CC2)o1	4	-4	-5	-2	-3	4	-2	7	8	-1
O=C(Nc1ccccc1C(=O)OCC(=O)N1CCc2ccccc2C1)c1ccco1	1	-7	1	-11	9	7	-3	-18	-14	2
CCOc1ccccc1OCC(=O)NCCc1ccc(S(N)(=O)=O)cc1	-5	-3	7	5	1	-4	-17	4	-7	-3
O=C(CN1C(=O)NC2(CCCCC2)C1=O)Nc1ccc(Cl)cc1	-3	-5	3	5	0	-1	3	-1	-3	1
COCCn1c(SCC(=O)c2ccc3c(c2)OCCO3)nnc1C(C)C	2	-4	1	1	-6	-1	-13	4	2	2
N#CCCN(C(=O)Cn1nc(C(=O)O)c2ccccc2c1=O)c1ccccc1	2	12	-1	6	-4	2	4	6	2	-1
Fc1ccc(-c2nnc3sc(C4COc5ccccc5O4)nn23)cc1 (stereo not given)	2	4	-2	1	0	0	-6	-4	-2	-3

A draw from above in order of length of the SMILES, lowest first:
SMILES	MBD2 inh	TCR-CD3 inh	LEDGF integ inh	SIAE primary	rCAG RNA binder	PRMT1 inh	TDP2 absorb	HTRA1 inhibitor	mABHD4 FP	GC-B act
COc1cccc(OC)c1OCCCNC1CCCC1	0	12	7	7	-1	-4	11	8	11	-1
CCN(CC)CC(=O)Nc1ccc(C)cc1Br	0	10	-1	-4	-6	-1	10	1	7	3
CCOC(=O)c1sc(=S)n(-c2ccc(Cl)cc2)c1C	1	9	-1	-5	-3	2	-2	-17	1	3
COC(=O)c1ccc(C(=O)OC)c(NC(=O)C(C)C)c1	1	2	-1	-4	0	-3	2	5	0	2
COc1ccc(S(=O)(=O)N(C)CC(=O)O)c2ccccc12	-9	5	-2	-7	1	2	-6	1	2	4
CCOc1ccccc1OCC(=O)NCCc1ccc(S(N)(=O)=O)cc1	-5	-3	7	5	1	-4	-17	4	-7	-3
CS(=O)(=O)N1CCC(C(=O)Nc2cc(Cl)cc(Cl)c2)CC1	1	-7	-1	-5	3	-1	10	-5	-1	-4
O=C(Nc1ccccc1C(=O)OCC(=O)N1CCc2ccccc2C1)c1ccco1	1	-7	1	-11	9	7	-3	-18	-14	2
Cc1ccc(C)c(S(=O)(=O)Nc2cc3c4c(c2)CCC(=O)N4CCC3)c1	-1	-7	5	-6	-1	-2	-25	-8	0	-3
COCCn1c(=NC(=O)c2cc(Cl)sc2Cl)sc2cc(S(N)(=O)=O)ccc21	1	3	-2	-16	12	-1	10	-19	-19	-7
OC[C@@H]1CN(Cc2ccc(F)cc2)C[C@H](n2cnc3c(NC4CC4)ncnc32)O1	-4	4	-1	5	1	2	4	.	5	-2
Cc1ccc(NC(=O)CNC(=O)c2ccc(C(C)(C)C)cc2)cc1S(=O)(=O)N1CCOCC1	5	-2	-2	-19	8	2	-8	-24	6	2

The results go on:
SMILES	MBD2 inh	TCR-CD3 inh	LEDGF integ inh	SIAE primary	rCAG RNA binder	PRMT1 inh	TDP2 absorb	HTRA1 inhibitor	mABHD4 FP	GC-B act
CCN(CC)CCN1C(=O)C(=O)/C(=C(/O)c2c(C)[nH]c(C(=O)OC)c2C)C1c1ccccc1 (stereo not given)	-6	4	4	1	-2	-2	9	-2	5	5
COc1ccc(C)cc1S(=O)(=O)NCc1ccccn1	-1	-1	3	7	4	-9	1	-1	6	1
COc1ccc(OC)c2[nH]c(=O)c(CCNS(=O)(=O)c3ccc(C)cc3)cc12	-3	-7	-5	1	-2	0	3	3	5	-8
Cc1noc(C)c1S(=O)(=O)Nc1cc(C(F)(F)F)ccc1N1CCOCC1	0	-3	-4	2	6	2	0	0	2	4
Cc1nn(C)c(Cl)c1CN1CCC(CO)(CCOc2ccccc2)CC1	-2	10	-2	17*	-12	-8	-2	5	-2	1
CCCC(C)NS(=O)(=O)c1ccccc1 (stereo not given)	0	16	1	-2	2	0	8	5	-2	3
COc1nc(NCc2ccc(Cl)cc2)nc(OC)n1	-4	3	1	14	1	-1	6	-6	-3	-8
Cc1ccc(O)c(C(CC(=O)NCc2cccnc2)c2ccccc2)c1 (stereo not given)	-1	10	2	2	-2	3	-7	2	1	-8
O=C1C2ON(c3ccccc3)C(c3cccnc3)C2C(=O)N1Cc1ccccc1 (stereo not given)	-6	11	-1	0	-5	0	3	-2	5	-1
CCCCCn1c(=O)[nH]c2cc(C(=O)N3CCN(C(=O)OCC)CC3)ccc2c1=O	2	8	-2	-3	-8	-2	19	4	-10	-4
CNC(=O)C1Cc2ccccc2CN1S(=O)(=O)c1cccs1 (stereo not given)	-2	10	-1	-4	1	-1	-3	7	4	6
O=C(CCN1C(=O)C2C3CCC(C3)C2C1=O)OCC(=O)c1ccc(Br)cc1 (stereo not given)	0	-1	-2	0	-5	-3	-1	2	-3	-4
O=C(O)c1ccc(/C=N/NC(=O)c2cc3c(ccc4ccccc43)o2)cc1	-8	6	6	-37	9	-1	2	-8	-10	-1
O=S(=O)(c1cccs1)N1CCCCC1	2	5	3	-5	1	-3	-4	8	3	0
CCOC(=O)C1=CCN(S(=O)(=O)c2cccc(Cl)c2)C1c1cccc(C)c1 (stereo not given)	5	11	-2	0	0	-1	1	.	5	-2
C/C(CCc1ccco1)=N\NC(=O)CNc1cccc2ccccc12	-2	0	-3	9	7	4	-5	11	12	0
CC1(C(=O)NS(=O)(=O)c2cccc(Cl)c2)CCN1C(=O)Cc1ccccc1 (stereo not given)	-4	-2	0	1	8	-3	-7	.	0	1
Cc1cc(-n2c(C)cc(C(=O)CSc3[nH]c(=O)cc(C(F)(F)F)c3C#N)c2C)no1	-3	9	3	-4	42*	5	-11	-11	2	0
Cc1cc(C)c(CN2CCN(C(=O)Cn3ccc(N)nc3=O)CC2)c(C)c1	1	0	0	0	-1	0	12	-2	2	8
CC(C)(CO)CN1CCC(n2nccc2NC(=O)C2CCOC2)CC1 (stereo not given)	-6	-2	2	0	0	-6	-4	0	-6	-2
CCOCCCNC(=O)CCC(=O)NNc1nc2ccccc2c2nc(-c3ccccc3)nn12	-4	6	-2	-4	-2	-1	-2	7	4	1
CC(C)NC(=O)c1ccc2c(=O)n(Cc3ccco3)c(=S)[nH]c2c1	1	2	1	7	1	0	10	1	0	-3
CC1=Nc2cc(C(=O)NCc3ccco3)ccc2Sc2ccc(C)cc21	3	8	-2	-9	3	2	3	-44	-8	0
NC(=NCCCCCCN=C(N)/N=C(\N)Nc1ccc(Cl)cc1)/N=C(\N)Nc1ccc(Cl)cc1	2&0&-3	3&0&8	-3&1&6	-8&-1&6	22&22&9	-8&-3&-2	-1&5&-13	42*!	46*!	-11&-12&9
COC(=O)[C@]12CCCCC=C1N(CCC1=CCCCC1)C(=O)[C@H](CC(=O)N1CCCCC1)C2	-1	5	4	-6	2	2	2	.	0	2
Cc1ccc(C(=O)COc2ccccc2-c2ccccc2)cc1	4	-3	-3	-4	-5	-5	6	-25	-14	-1

From PubChem BioAssay

These rows are one share of the data; count on the stated rates, not on these rows.
